CHRM1 antagonist – human CHRM1 antagonism. P11229. CHO-K1 hM1, Fluo-8 calcium fluorescence, ACh EC80 antagonist. inhibition, % at 3 µM. hit rate 1.3% among 360,000. AID 588852;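 active = percent inhibition above its own plate's cutoff, namely the mean of that plate's compound wells plus 3 SD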;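 note: peak over basal fluorescence ratio during 140 s after agonist addition; 0% = ACh EC80 plus DMSO and 100% = DMSO alone without agonist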
Target sequence (P11229 whole entry, looked up): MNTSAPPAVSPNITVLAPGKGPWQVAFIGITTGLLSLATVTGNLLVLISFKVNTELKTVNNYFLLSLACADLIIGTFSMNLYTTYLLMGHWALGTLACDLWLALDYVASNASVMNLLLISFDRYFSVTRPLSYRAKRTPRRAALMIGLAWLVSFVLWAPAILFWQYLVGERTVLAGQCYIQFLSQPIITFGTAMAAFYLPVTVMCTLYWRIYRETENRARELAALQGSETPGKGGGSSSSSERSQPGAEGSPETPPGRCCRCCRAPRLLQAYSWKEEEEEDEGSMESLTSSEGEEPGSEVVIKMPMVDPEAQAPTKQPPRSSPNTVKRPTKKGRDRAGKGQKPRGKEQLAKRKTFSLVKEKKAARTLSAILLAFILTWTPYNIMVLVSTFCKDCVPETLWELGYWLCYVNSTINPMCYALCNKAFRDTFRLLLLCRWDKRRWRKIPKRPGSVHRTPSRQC
CHO parental Ca – counter-screen for OX1R antagonists: effect in parental CHO cells; parental CHO-K1, ATP-induced calcium, Fluo-8 fluorescence; inhibition, % at 5.6 µM; hit rate 0.63% among 330,000; AID 463079;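 active = inhibition above that plate's mean sample inhibition plus 3 SD, cut at about 26% in these data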;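 note: 0% = ATP-challenged DMSO wells and 100% = DMSO wells without ATP; some compounds past the cut are filed as inactive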
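Assay system: parental CHO cells; Read-out basis: percent inhibition of ATP-evoked calcium rise, normalized to controls; Benchmarks: ATP and no-ATP DMSO wells; Compound dosing: single nominal dose of 5.6 µM per compound; Signal: Fluo-8 calcium dye fluorescence; Also added: ATP as calcium-mobilizing challenge; Repeats: singlicate.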
M4 ag – CHRM4 agonism in calcium assay; P08173; CHO-K1 hM4/Gqi5, Fluo-8 calcium fluorescence; vehicle 0%, full acetylcholine response 100%; activation, % at 3 µM; hit rate 0.14% among 360,000; AID 624127;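 active = activation above the run mean over all test wells plus 3 SD, cut at about 32% in these data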;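 note: peak over basal fluorescence ratio per well then scaled between controls; 0% = DMSO wells and 100% = acetylcholine at EC100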
M4 antag – blocks acetylcholine activation of human M4 receptor. hit rate 0.73% among 360,000. inhibition, % at 3 µM. CHO-hM4 cells, ACh EC80, Fluo-8 calcium fluorescence;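 active = inhibition above its plate's cutoff, the mean inhibition of sample wells plus 3 SD, cut at about 27% in these data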;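 note: 0% = acetylcholine EC80 with DMSO and 100% = DMSO without agonist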
M1 ag parental – M1 agonist counterscreen hit in parental CHO-K1 cells; Fluo-8 calcium fluorescence; scaled to maximal ATP response, vehicle zero; activation, % at 3 µM; hit rate 0.48% among 360,000; AID 602248; in the data active = activation above about 15%;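 note: untransfected CHO-K1 host cells lacking M1 receptor as counterscreen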
CHO-K1 Ca antag – nonselective inhibitor or artifact in parental CHO-K1 cells. inhibition, % at 3 µM. hit rate 0.6% among 360,000. ATP-induced calcium, Fluo-8 fluorescence. AID 602250;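 active = inhibition above a per-plate cutoff, the plate's mean sample inhibition plus 3 SD, cut at about 24% in these data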;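 note: 0% = DMSO plus EC80 ATP and 100% = DMSO alone without ATP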
M1 PAM – positive allosteric modulators of human M1 muscarinic receptor | P11229 | CHO-K1 hM1, Fluo-8 calcium fluorescence, ACh EC20; 0% = ACh EC20, 100% = maximal ACh | activation, % at 3 µM | hit rate 0.088% among 360,000 | AID 588819; in the data active = activation above about 19%, passing the limit was not always enough
CHRM1 agonist – activates human CHRM1 receptor. AID 588814. CHO-K1 hM1, Fluo-8 calcium fluorescence, agonist mode; 0% DMSO, 100% acetylcholine EC100. activation, % at 3 µM. P11229. hit rate 0.33% among 360,000;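 active = activation above the run's mean compound activation plus 3 SD, cut at about 16% in these data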;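 note: peak over basal fluorescence ratio within a 140 s kinetic read after compound addition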
OXTR potentiate – human OXTR potentiation; AID 2445; activation, % at 3 µM; P30559; hit rate 0.061% among 320,000; CHO-OTR cells, Fluo-8 calcium fluorescence, potentiator mode; 0% = oxytocin EC15, 100% = EC100;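 active = activation above that plate's cutoff, the mean activation of tested compounds plus 3 SD, cut at about 6.6% in these data, passing the limit was not always enough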;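 note: 100% uses oxytocin at 75 nM as the full agonist control; some results filed as inactive read as strong as hits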
Target sequence (P30559 whole entry, looked up): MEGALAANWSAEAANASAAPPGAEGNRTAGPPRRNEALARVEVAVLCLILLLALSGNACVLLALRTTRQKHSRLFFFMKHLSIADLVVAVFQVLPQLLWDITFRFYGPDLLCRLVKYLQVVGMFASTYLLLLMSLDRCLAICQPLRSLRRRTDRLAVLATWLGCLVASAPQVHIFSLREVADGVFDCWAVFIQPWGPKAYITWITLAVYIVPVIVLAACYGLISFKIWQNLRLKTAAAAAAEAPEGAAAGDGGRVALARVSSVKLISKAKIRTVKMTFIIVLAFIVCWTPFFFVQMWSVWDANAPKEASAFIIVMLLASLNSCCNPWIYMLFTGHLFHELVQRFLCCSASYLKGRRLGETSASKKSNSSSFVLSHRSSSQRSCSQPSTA
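Assay system: CHO cell line stably expressing human OTR | Also added: Oxytocin at about EC15, sub-maximal agonist stimulus | Times: Compound 6 min at room temperature before oxytocin, 100 s read | Measured by: Fluo-8 intracellular calcium fluorescence, ex 470-495, em 515-575 nm | Controls: EC15 oxytocin alone as 0%, 75 nM oxytocin as 100%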
Numbers without * were called inactive; / = no result given. Hits appear at their usual frequency; any-hit rate near 2.9%.

SMILES	CHRM1 antagonist	CHO parental Ca	M4 ag	M4 antag	M1 ag parental	CHO-K1 Ca antag	M1 PAM	CHRM1 agonist	OXTR potentiate
CC1(C)Cc2c(C#N)c(SCc3ccccc3)nc(N3CCOCC3)c2CO1	-7	-26	0	-3	-0.3	6	11	1	-17
CCN(C(=O)COC(=O)c1cccnc1SC)C1CCS(=O)(=O)C1 (stereo not given)	-2	-2	1	-5	0.1	-5	3	-2	-3
CC1=C(C)C(=O)N(CCC(=O)O)C1=O	-8	-3	0	0	0.1	3	8	-5	-4
CCN(CC(=O)NC1CCS(=O)(=O)C1)S(=O)(=O)c1c(C)c(C)cc(C)c1C (stereo not given)	-29	-4	0	0	1.1	-13	10	-1	7
COc1ccc2c(Cl)c(C(=O)NN3CCN(C)CC3)sc2c1	-5	10	1	10	1.0	-11	1	-6	4
CCN(CC)CCN1C(=O)c2ccccc2NC1c1ccccc1F (stereo not given)	89*	-10	1	29*	0.3	-13	-37	-12	3
Cc1cc(C)nc(SCc2cc(=O)c(OC(=O)c3cccc([N+](=O)[O-])c3)co2)n1	4	-1	0	0	-0.1	0	4	-2	-3
CCOC(=O)c1nn(-c2cccc(C)c2)c2nc(-c3ccccc3)c(C#N)c(=O)n12	21	-4	0	15	-0.2	6	-6	-1	-8
Cc1ccc(NC(=S)N2CCN(c3ncccn3)CC2)cc1C	0	-2	1	-6	0.2	-2	-2	-7	0
COc1ccc(NC(=O)CSc2nc(-c3ccco3)nc3cc(=O)[nH]n23)cc1Cl	-4	0	1	1	1.1	-12	8	2	-9
Cc1ccc(NC(=O)Cn2nc(C(=O)O)c3ccccc3c2=O)cc1S(=O)(=O)N1CCCCC1	-11	4	0	-4	0.0	11	8	-1	-8
Cn1c(=O)c2cc(S(=O)(=O)Nc3ccc4c(c3)OCO4)ccc2n(C)c1=O	8	-15	4	7	1.8	-3	-2	-2	-3
N#CC1=C(N)Oc2cc(N)ccc2C1c1ccccc1Cl (stereo not given)	-21	/	2	-4	2.5	5	16	0	/
CC(NC(=O)c1cccc(S(=O)(=O)N2CCN(Cc3ccccc3)CC2)c1)c1ccc(Br)cc1 (stereo not given)	-9	-14	3	-8	7.3	-12	4	-5	-8
Cc1[nH]c(=O)[nH]c(=O)c1S(=O)(=O)N1c2ccc(F)cc2CCC1C (stereo not given)	-9	7	1	-3	0.0	-6	10	-2	-2
Cn1c(=O)c2c(nc(N3CCOCC3)n2CC(=O)C23CC4CC(CC(C4)C2)C3)n(C)c1=O	14	1	4	-4	1.3	-5	10	-2	2
NC(=O)Cn1cc(C(=O)c2cccs2)c2ccccc21	9	-2	1	3	0.2	17	-3	0	-15
CNC(=O)C(=O)Nc1ccc(C)cc1C	-10	-1	0	0	0.2	6	11	-6	-1
Cc1ccc(C(=O)Nc2ccc(C(=O)N/N=C/c3c[nH]c4ccccc34)cc2)cc1	-6	-3	5	0	2.0	-3	3	-8	0
COc1ccc(NC(=O)c2ccc(S(=O)(=O)N3CC(C)CC(C)C3)cc2)cc1S(N)(=O)=O (stereo not given)	-5	10	1	-4	-0.3	-9	4	-2	-3

Entries shown so far that have a thiophene ring, fused or not (2):
SMILES	CHRM1 antagonist	CHO parental Ca	M4 ag	M4 antag	M1 ag parental	CHO-K1 Ca antag	M1 PAM	CHRM1 agonist	OXTR potentiate
COc1ccc2c(Cl)c(C(=O)NN3CCN(C)CC3)sc2c1	-5	10	1	10	1.0	-11	1	-6	4
NC(=O)Cn1cc(C(=O)c2cccs2)c2ccccc21	9	-2	1	3	0.2	17	-3	0	-15

Remaining list, next part.
SMILES	CHRM1 antagonist	CHO parental Ca	M4 ag	M4 antag	M1 ag parental	CHO-K1 Ca antag	M1 PAM	CHRM1 agonist	OXTR potentiate
CCOc1ccc2[nH]c3c(NCCO)ncnc3c2c1	-8	/	10	5	1.6	5	5	-7	/
Cc1ccccc1Cn1c2ccccc2c2cnn(CC(=O)NCc3ccccn3)c(=O)c21	-11	-7	6	-13	0.8	-3	9	-3	-9
Cc1ccc(-c2cc(-c3ccc(Cl)cc3)c(C#N)c(N)n2)o1	-4	-13	1	5	0.9	-17	2	0	0
CCCCN1C(=O)CN(CCc2ccccc2)C(=O)C1c1ccc(OC)cc1 (stereo not given)	-13	-22	2	1	0.8	-8	5	-5	-4
Cc1nc2c(OCc3ccc(Cl)cc3Cl)cccn2c1N(C)Cc1cccs1	16	/	5	11	1.5	-4	-13	-6	/
O=C(c1ccc2nc(-c3ccco3)c(-c3ccco3)nc2c1)N1CCN(c2ncccn2)CC1	13	-6	5	3	1.6	10	-2	-3	-3
Cc1c(NS(=O)(=O)c2cc(C(=O)NCC3CCCO3)cc(Cl)c2Cl)c(=O)n(-c2ccccc2)n1C (stereo not given)	-3	-10	1	-3	0.9	-1	3	-5	7
CC(=O)c1cccc(-c2csc(N3CCC(C(N)=O)CC3)n2)c1	-4	10	0	-13	-0.4	-8	-2	-4	0
CN1CCN(CCOc2ccc(Cc3ccccc3)cc2)CC1	-18	-4	3	-1	0.7	-1	10	-8	-2
CC(C)=CC1C(C(=O)Nc2ccc(Br)cn2)C1(C)C (stereo not given)	9	-37	-3	-3	0.8	-11	-15	-3	-17
Cc1ccccc1NC(=O)N(O)C1(C#N)CCCCC1	-4	/	1	-13	1.0	-10	0	-2	/
C#CCCCCCCCCC(=O)NCCCC	-4	8	0	-2	0.4	-6	7	-8	-14
CCC(C)NC(=O)C(=O)NC1CCCC1 (stereo not given)	-8	/	2	-9	0.2	1	14	-5	/
CC(O)Cc1nsc(NC(=O)c2cccs2)n1 (stereo not given)	-9	2	2	-5	0.7	2	7	1	-2
Cc1ccc(N(CC(=O)NCC2CCCO2)C(=O)Cn2nnc(-c3cccs3)n2)cc1 (stereo not given)	-6	-11	1	-6	4.2	3	11	-9	-14
Cc1ccc(OCC(=O)Nc2sc3c(c2C#N)CC(C)(C)NC3(C)C)cc1	-10	-12	2	-9	0.6	-13	9	-7	0
COc1cc(/C=N/NC(=O)C(=O)NCc2ccco2)cc(Br)c1O	-13	-4	-2	-8	-1.3	-16	6	-5	-13
CCN1CCN(S(=O)(=O)c2ccc(Cl)c(C(=O)N(C)C3CCCCC3)c2)CC1	-2	/	1	-3	0.6	20	8	-4	/
CC(C)C(=O)Nc1ccc(C(=O)NNC(=O)CCCOc2ccc(Cl)cc2Cl)cc1	-9	-14	6	-2	2.9	-13	5	-4	-3
CCOC(=O)c1nnc2cc(-c3ccc(Br)cc3)nn2c1C	-8	-5	0	0	0.3	-7	8	-3	-7
CCCCOc1cc(NCc2ccccc2)c2ncn(C(C)C)c2c1	-2	-50	11	-23	10	-9	17	8	6
CCOc1cccc(C(=O)NC(=S)NCc2cccnc2)c1	-7	-10	-1	-4	-0.6	-4	5	-7	-2
CC1C(=O)N2CCCc3cc(S(=O)(=O)N(C)Cc4ccccc4)cc1c32 (stereo not given)	-10	-33	5	-11	1.4	-9	5	-1	-1
Cc1nc2sc(C(c3ccc(F)cc3)N3CCN(C(=O)c4ccco4)CC3)c(O)n2n1 (stereo not given)	-9	-1	1	5	0.1	0	9	-4	0
COc1ccccc1NC(=O)CN1C(=O)C(C)Oc2ccccc21 (stereo not given)	-7	-14	3	-5	0.6	-16	3	-4	-1
Cc1ccsc1C(=O)N1CCC1(C)C(=O)Nc1cccc(C#N)c1 (stereo not given)	-7	/	2	-12	1.9	-15	-3	-1	/
COc1ccc(C(=O)Nc2cc(Cl)ccc2C(=O)O)cc1	0	-17	0	-1	-0.1	4	1	-4	-25
COC(=O)c1ccc(NC(=O)C2CCN(C(=O)c3cc(OC)c(OC)c(OC)c3)CC2)cc1	-18	-36	1	-6	0.1	1	1	-3	-11
CCCCC(=O)Nc1ccc(C(=O)Nc2cccnc2)cc1	1	-3	1	2	0.9	11	3	-3	1
Cc1occc1C(=O)NNC(=O)Nc1ccc(F)cc1F	13	-7	1	3	0.1	8	-7	-4	9
c1ccc(-c2ccc3ncccc3n2)cc1	-12	/	0	-19	-0.1	-3	4	2	/
O=S(=O)(NCCN1CCN(S(=O)(=O)c2ccccc2F)CC1)c1ccccc1F	-4	-10	4	-11	1.8	-15	0	1	3
CCc1cc2c(=O)n(CC(=O)NCCc3ccc(OC)c(OC)c3)cnc2s1	0	-22	0	-9	0.5	-6	3	-6	-11
Cc1cccc(NC(=O)NC(=S)NC(=O)c2ccccc2)c1	-3	-18	5	-8	4.8	-1	-2	-2	-16
O=C(NCCCn1ncc2ccccc21)c1cc(COc2c(F)cccc2F)on1	-4	-21	4	2	1.7	-1	2	-13	-2
O=C(COc1ccc2c(c1)OCO2)Nc1ccc2c(c1)oc1ccccc12	-9	4	1	8	0.1	5	7	-1	-7
COc1cccc(N2CCN(c3ccc4nnc(CCC(=O)Nc5ccc(OC)c(OC)c5)n4n3)CC2)c1	7	-15	4	-2	3.8	-19	-7	-2	-7
Cc1cc(S(=O)(=O)NCc2ccccc2)ccc1OCC(=O)NCc1ccncc1	-12	-9	5	-16	1.5	-8	1	-5	-8
CC(Oc1ccc(Br)cc1)C(=O)NNC(=O)CCN1CCN(c2ccccc2)CC1 (stereo not given)	-21	-13	1	-11	1.4	-4	9	-3	6
Cc1cc(C(=O)NNC(=O)c2ccc(S(=O)(=O)N(C)C)cc2)c(C)o1	-1	-8	1	1	0.8	-6	-1	-6	7

CHRM1 antagonist: hit marks shown above
smiles | CHRM1 antagonist | M4 ag | M4 antag | M1 PAM | CHRM1 agonist | OXTR potentiate
CCN(CC)CCN1C(=O)c2ccccc2NC1c1ccccc1F (stereo not given) | 89* | 1 | 29* | -37 | -12 | 3

Later entries.
SMILES	CHRM1 antagonist	CHO parental Ca	M4 ag	M4 antag	M1 ag parental	CHO-K1 Ca antag	M1 PAM	CHRM1 agonist	OXTR potentiate
CCOC(=O)C1(C(=O)OCC)C(c2ccccc2)CC(O)N1C(C)=O (stereo not given)	-9	/	1	4	1.3	-9	14	-8	/
COC(=O)c1ccc(C(=O)OC)c(NC(=S)N2CCN(c3ccccc3F)CC2)c1	5	-16	-2	9	0.3	-1	-6	-9	-5
Cc1ccc(-c2cc(N)n3nc(-c4ccc(C)cc4)cc3n2)cc1	12	16	0	1	0.0	2	-7	-4	-4
NS(=O)(=O)c1ccc(CCNC(=O)/C=C/c2ccc(S(=O)(=O)N3CCOCC3)cc2)cc1	-7	/	1	0	0.6	-6	9	-4	/
COc1ccc(CCNC(=O)c2cc3c(=O)n4cccc(C)c4nc3n(CC3CCCO3)c2=N)cc1 (stereo not given)	12	-9	2	1	1.5	-5	-8	-5	-11
COc1ccc(NC(=O)CCNC(=O)C2CCN(S(=O)(=O)c3ccc(F)cc3)CC2)cc1OC	-16	-5	-1	-4	0.4	-5	11	-2	-7
O=C(CSc1nc2c(c(=O)n1-c1ccc(F)cc1)SCC2)Nc1ccc2c(c1)OCO2	-9	-26	-1	2	-1.0	1	9	-8	5
Cc1cccc(C(=O)Nc2ccc(Oc3cnccn3)cc2)c1	-11	-4	0	-3	1.0	-7	10	-4	-5
CCOc1cc(CNCCCN2CCOCC2)cc(Br)c1OCC(=O)Nc1cccc(C(F)(F)F)c1	-6	-9	7	5	1.5	-3	6	-4	-4
